# Compound activity: PubChem BioAssay, several laboratories
# Scp-1 inhibitor: blocks human Scp-1 phosphatase activity. inhibition, % at 20 µM. Recombinant Scp1, phosphopeptide, malachite green phosphate absorbance. 340,000 compounds, 0.88% hits. Q9GZU7;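 active = inhibition above about 50% at 20 µM, limit read from the data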;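 also: plate controls were DMSO wells with enzyme for no effect and wells lacking enzyme for full effect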
#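 Incubation: 45 min enzyme reaction at room temperature / System: truncated SCP-1 phosphatase (76-261aa) / Reagent: Phospho 17-mer peptide substrate / Buffer or medium: Acidic Tris acetate buffer with magnesium and detergent / Signal: absorbance at 630 nm / Doses: one concentration, 20 µM, with 1.0% DMSO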
# MsrA act: bovine methionine sulfoxide reductase A activation | AID 602163 | 360,000 compounds, 0.3% hits | activation, % at 10.6 µM | purified bovine MsrA, absorbance read-out; in the data active = activation above about 7.5%;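 also: 0% = vehicle and 100% = reference activator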
# E coli Lon inh: E. coli protease La inhibition; inhibition, % at 7.94 µM; 360,000 compounds, 0.42% hits; purified E. coli Lon protease, fluorescence polarization; in the data active = inhibition above about 13%, passing the limit was not always enough;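 also: 0% = enzyme with probe and DMSO and 100% = no enzyme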
# STEP inh: blocks human striatal-enriched tyrosine phosphatase. P54829. AID 588621. recombinant STEP, OMFP fluorogenic substrate, fluorescence. 360,000 compounds, 0.25% hits. inhibition, % at 20 µM;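 active = inhibition at 20 µM, scaled per plate between control wells, above about 37%, limit read from the data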;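 also: 0% = DMSO with enzyme and substrate and 100% = substrate only without enzyme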
#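 Material: STEP (striatal-enriched tyrosine phosphatase) enzyme, cell-free; Compound dosing: 20 µM single dose in 1% DMSO; Technique: fluorescence read at 480 nm ex / 540 nm em; Times: reaction 20 min, ambient temperature; Medium: 50 mM Bis-Tris pH 6.0 with 2.5 mM DTT and 0.005% Tween 20; Also added: OMFP at 25 µM.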
# MsrA inh: inhibitors of bovine MsrA. purified bovine MsrA, absorbance read-out. inhibition, % at 15.5 µM. 360,000 compounds, 0.75% hits. AID 651718; in the data active = inhibition above about 4.5%;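 also: 0% = vehicle wells with enzyme and 100% = reference inhibitor wells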
# SUMO1-SIM PPI: alters human SUMO1 binding to SIM partners | SUMO1 binding to a labelled peptide, TR-FRET, 1 h | 360,000 compounds, 0.33% hits | inhibition, % at 20 µM | P63165; in the data active = inhibition above about 37%
# DNMT1 block: inhibitors of human DNMT1 | inhibition (reported as % activation of signal), % at 10 µM | 360,000 compounds, 0.83% hits | DNMT1 molecular beacon, Hinp1I cleavage, fluorescence | AID 588458; in the data active = inhibition above about 50%
# Target sequence (P26358 504-1616 limits assumed): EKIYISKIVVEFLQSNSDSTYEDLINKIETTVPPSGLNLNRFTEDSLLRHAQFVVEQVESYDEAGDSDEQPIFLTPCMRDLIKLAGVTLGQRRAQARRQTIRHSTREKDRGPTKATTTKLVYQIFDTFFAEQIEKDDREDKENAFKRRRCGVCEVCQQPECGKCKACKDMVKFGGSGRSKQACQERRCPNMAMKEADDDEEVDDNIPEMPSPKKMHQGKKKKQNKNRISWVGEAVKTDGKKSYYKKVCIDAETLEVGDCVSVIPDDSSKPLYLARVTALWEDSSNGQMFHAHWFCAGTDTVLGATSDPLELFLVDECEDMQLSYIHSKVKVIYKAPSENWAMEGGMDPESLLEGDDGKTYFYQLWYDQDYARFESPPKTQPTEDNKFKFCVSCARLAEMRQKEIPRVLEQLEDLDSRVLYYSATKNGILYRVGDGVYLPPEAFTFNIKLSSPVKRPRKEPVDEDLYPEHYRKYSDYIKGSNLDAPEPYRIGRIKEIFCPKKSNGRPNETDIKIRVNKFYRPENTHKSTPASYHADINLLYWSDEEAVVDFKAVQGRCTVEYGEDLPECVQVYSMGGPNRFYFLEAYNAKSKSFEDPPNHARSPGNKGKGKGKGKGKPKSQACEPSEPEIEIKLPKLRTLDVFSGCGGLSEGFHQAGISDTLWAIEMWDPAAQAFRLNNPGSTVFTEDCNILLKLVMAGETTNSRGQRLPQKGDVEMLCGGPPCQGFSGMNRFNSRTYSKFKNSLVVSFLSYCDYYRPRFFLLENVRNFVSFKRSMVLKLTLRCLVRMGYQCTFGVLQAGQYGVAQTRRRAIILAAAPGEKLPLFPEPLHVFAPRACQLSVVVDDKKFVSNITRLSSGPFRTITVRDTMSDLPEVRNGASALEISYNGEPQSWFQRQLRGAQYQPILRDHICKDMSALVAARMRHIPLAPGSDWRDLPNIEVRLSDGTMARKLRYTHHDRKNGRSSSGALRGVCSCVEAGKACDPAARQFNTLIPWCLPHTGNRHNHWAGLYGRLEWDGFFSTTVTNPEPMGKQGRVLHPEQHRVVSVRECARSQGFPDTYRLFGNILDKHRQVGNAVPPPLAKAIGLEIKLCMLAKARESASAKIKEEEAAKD
# Tb MetRS inh: Trypanosoma brucei MetRS inhibition | AID 624268 | 360,000 compounds, 0.4% hits | purified T. brucei MetRS, ATP depletion, Kinase-Glo luminescence | inhibition, % at 11.9 µM;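 active = inhibition above a per-plate cutoff of the control wells' mean inhibition plus 3 SD, cut at about 5.5% in these data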;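 also: 0% = DMSO wells median and 100% = median of wells with control inhibitor compound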
#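 System: purified T. brucei MetRS enzyme / Detection: Kinase-Glo luciferase luminescence reporting remaining unconsumed ATP / Medium: HEPES buffer with MgCl2, KCl, DTT, spermine, BSA, pyrophosphatase / Replication: singlicate, one well per compound / Evaluation: percent inhibition relative to median high and low control wells / Schedule: 2 h aminoacylation at 25 °C after 15 min preincubation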
# NRP1-CendR mod: modulators of CendR peptide binding to human neuropilin-1 | O14786 | FAM-RPARPAR peptide binding to NRP-1, fluorescence polarization | inhibition, % at 25 µM | 360,000 compounds, 0.85% hits | AID 602438;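 active = inhibition or corrected inhibition above about 18%, plus a signal ratio from 0.5 to 1.5, limit read from the data, passing the limit was not always enough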; also: strong numbers were not always called active
# LMPTP inh: LMPTP (human) inhibition; recombinant LMPTP-A, OMFP fluorogenic substrate, fluorescence intensity; inhibition, % at 20 µM; 360,000 compounds, 0.22% hits; AID 651560;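 active = compounds that cut the enzyme signal by at least half of the control window in the single-dose screen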;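 also: plate controls were DMSO wells with enzyme plus substrate for no effect and substrate without enzyme for full effect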
#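 Test system: LMPTP-A phosphatase enzyme; input: 0.625 nM LMPTP-A final; reagent: OMFP substrate, 400 µM final; compound dosing: 20 µM single dose, 3% DMSO; incubation: 50 min dark incubation at room temperature; measured by: endpoint fluorescence intensity from OMFP dephosphorylation; measure: % inhibition relative to no-enzyme and uninhibited control wells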
# Numbers without * were called inactive; · = no result given. Hits appear at their usual frequency, and some 4.3% of all compounds hit somewhere here.
smiles	Scp-1 inhibitor	MsrA act	E coli Lon inh	STEP inh	MsrA inh	SUMO1-SIM PPI	DNMT1 block	Tb MetRS inh	NRP1-CendR mod	LMPTP inh
CN1OC[C@@H]2CN(S(=O)(=O)c3ccccc3)[C@H](c3ccc(N4CCCCC4)cc3)C[C@@H]21	·	-7	-12	2	0.1	-1	-6	-0.4	-16	0.6
O=C(NCc1ccc(F)cc1)N1CCN(C(=O)c2ccccc2)CC1	-4	-3	4	-2	-0.9	-1	1	-0.3	8	-0.6
CCOC(=O)C1CCCN(CC(=O)/C=C2/N(C)c3ccccc3C2(C)C)C1 (stereo not drawn)	-10	-6	-4	-2	1.7	-3	1	-1.4	-29	0.1
CN(Cc1ccc(Cl)c(Cl)c1)C(c1cc2ccccc2o1)c1nnnn1C(C)(C)C (stereo not drawn)	·	-2	-2	·	0.2	-2	·	0.1	9	4.2
O=C(CSc1nnnn1-c1ccc2c(c1)CCC2)Nc1ccc2c(c1)OCCO2	-3	-6	-6	1	-0.3	-5	-5	-1.2	-1	4.2
N/C(=N\c1nc2c(c(=O)[nH]1)CCC2)Nc1cccc2ccccc12	1	-3	4	1	-1.1	1	2	-0.7	-18	-0.8
COc1ccc(-c2cc(C(=O)NCc3ccc(F)cc3)[nH]n2)c(C)c1	·	-2	-8	1	-0.9	3	5	-0.3	4	1.0
NC(=O)CSCc1ccc(Br)cc1	-11	-9	2	-2	0.6	1	6	-0.9	-10	0.7

# (further entries)
smiles	Scp-1 inhibitor	MsrA act	E coli Lon inh	STEP inh	MsrA inh	SUMO1-SIM PPI	DNMT1 block	Tb MetRS inh	NRP1-CendR mod	LMPTP inh
Cc1cc(S(=O)(=O)Nc2ccc(C(=O)NCC3(N4CCCCC4)CCCCC3)cc2)ccc1F	1	1	4	4	0.2	-2	1	-0.3	3	-0.3
Cc1sc2c(c1C)C(O)=C(C(=O)Nc1ccccc1)S(=O)(=O)N2C	-7	-5	-6	2	2.3	3	0	0.8	-6	-1.2
C[C@@H]1COc2cccc(N3CCN(Cc4ccccc4F)CC3)c2S(=O)(=O)N1	·	-13	2	·	0.9	-2	·	-1.5	0	-1.5
CCn1c(=O)cc(SCC(=O)N2CCN(C3CCCCC3)CC2)c2ccccc21	-5	-4	-4	-1	-0.2	2	-3	-1.0	5	0.1
COc1ccc(Br)cc1C1CC(=O)C(C)C(c2cc(Br)ccc2OC)N1 (stereo not drawn)	7	-7	3	2	0.4	4	0	-0.4	1	2.4
CCC(=O)N(Cc1c(C)nn(-c2ccccc2)c1Cl)c1ccc(Cl)cc1	-7	-3	-19	6	0.5	2	-2	0.0	7	1.1
O=C(CCc1nnc2ccc(NCc3ccco3)nn12)N1CCCCC1	7	-3	4	2	1.1	4	5	0.0	0	-0.7
CNC(=S)N(CCc1c(C)[nH]c2ccc(C)cc12)Cc1ccco1	7	-2	-20	-1	1.3	-5	-25	-0.2	-45	0.4

# (list continues)
smiles	Scp-1 inhibitor	MsrA act	E coli Lon inh	STEP inh	MsrA inh	SUMO1-SIM PPI	DNMT1 block	Tb MetRS inh	NRP1-CendR mod	LMPTP inh
CCOc1ccc(-c2c(C(=O)N/N=C/c3ccc(OC(C)C)cc3)nnn2-c2nonc2N)cc1	-8	-3	7	2	1.8	-3	-7	-0.4	-7	0.1
CCc1cc(=O)oc2c3c(cc(OCC(=O)NC4CC4)c12)OC(C)(C)CC3	10	-2	-5	0	2.8	2	-4	-0.7	-3	-0.7
O=S(=O)(c1ccc(Br)cc1)N1CCN(c2cc(-c3ccccc3)nc3ncnn23)CC1	14	-7	-9	2	·	8	-1	-1.1	-6	2.3
N#Cc1ccc(-c2cccnc2)nc1SCC(=O)c1ccccc1	-7	-4	-247	0	1.2	22	-7	2.2	-80	3.4
CCC(CC)NC(=O)CC(c1ccccc1)c1ccccc1	-3	-5	-1	1	0.1	-1	32	-0.2	6	0.3
CC(C)(C)[C@H]1CCC(=O)N([C@H](CSc2ccccc2)Cc2ccccc2)CC1	-10	-4	-6	4	-1.1	5	2	-0.4	16	7.9
Cc1nn(C)c(C)c1CN(Cc1nc(-c2cc(F)ccc2F)oc1C)C1CC1	-5	-3	0	-1	-0.3	5	-1	0.5	-7	1.0
Cc1ccccc1NC(=O)NC1(C(=O)N2CCC(O)CC2)CCCCC1	2	-3	-4	-2	-0.3	3	0	0.0	-5	-1.9

# Of the compounds above, these contain a tert-butyl group:
smiles	Scp-1 inhibitor	MsrA act	E coli Lon inh	STEP inh	MsrA inh	SUMO1-SIM PPI	DNMT1 block	Tb MetRS inh	NRP1-CendR mod	LMPTP inh
CN(Cc1ccc(Cl)c(Cl)c1)C(c1cc2ccccc2o1)c1nnnn1C(C)(C)C (stereo not drawn)	·	-2	-2	·	0.2	-2	·	0.1	9	4.2
CC(C)(C)[C@H]1CCC(=O)N([C@H](CSc2ccccc2)Cc2ccccc2)CC1	-10	-4	-6	4	-1.1	5	2	-0.4	16	7.9

# Continuation.
smiles	Scp-1 inhibitor	MsrA act	E coli Lon inh	STEP inh	MsrA inh	SUMO1-SIM PPI	DNMT1 block	Tb MetRS inh	NRP1-CendR mod	LMPTP inh
O=C(CCOc1ccccc1)Nc1ccnn1C1CCN(CCc2ccccc2)CC1	17	-6	9	-2	0.1	1	-1	-0.5	9	0.0
COc1ccc(-c2nc3c(c(SCC(=O)N4CCCC4)n2)COC(C)(C)C3)cc1	-2	-4	-11	2	-1.2	6	2	-0.4	-4	0.5
CCN=c1scc(C)n1/N=C/c1ccsc1	0	-2	2	0	3.9	-8	4	-0.2	-1	0.3
Cc1ccc(S(=O)(=O)N(C)C)cc1NC(=S)Nc1cccc2ccccc12	-10	-2	-5	5	-0.2	-8	-15	-0.2	14	1.2
Cc1cc(C)c(NC(=O)CNC(=O)c2ccc3ncsc3c2)c(C)c1	-2	-3	-4	-1	-0.9	-1	-5	-0.1	-20	-1.0
COc1ccc(S(=O)(=O)NNC(=O)c2ccccc2-n2cccc2)cc1	-1	-1	14	2	1.9	1	-2	0.0	2	0.7
Cc1cc(C(=O)Nc2ccccc2N2CCOCC2)ccc1[N+](=O)[O-]	-14	-5	7	0	0.8	-21	0	-0.5	-24	-2.2
CCCCCCNC(=O)O[C@H]1CN(C(=O)OC(C)C)N(C(=O)OC(C)C)[C@@H]2CN(S(=O)(=O)c3ccc(C)cc3)C[C@]12O	·	-4	9	3	2.1	-4	-2	0.7	0	1.5

# Next part:
smiles	Scp-1 inhibitor	MsrA act	E coli Lon inh	STEP inh	MsrA inh	SUMO1-SIM PPI	DNMT1 block	Tb MetRS inh	NRP1-CendR mod	LMPTP inh
CCN(CC)CCN(C(=O)c1cc(Cl)sc1Cl)c1nc2cc3c(cc2s1)OCO3	-4	-2	-5	2	-1.1	4	0	-0.1	-4	-0.7
Cc1c(C(=O)N2CCN(S(=O)(=O)c3cc(F)ccc3F)CC2)oc2ccccc12	10	-11	6	0	0.0	1	0	-0.7	0	1.7
O=C(NCc1ccccc1)C12CN(Cc3ccccc3)CC1C(c1ccc([N+](=O)[O-])cc1)=NO2 (stereo not drawn)	-1	-4	-10	1	0.5	-19	-1	-0.3	1	0.0
CCCCOCCCN1CC(=O)N2[C@@H](Cc3c([nH]c4ccccc34)C2(C)C)C1=O	-19	-2	7	-1	-0.8	-6	-1	-0.3	-3	0.4
CCc1ccc(S(=O)(=O)ON2C(=O)c3ccccc3C2=O)cc1	-7	-2	4	-1	0.1	0	1	0.4	-2	-1.4
Cc1nn(C(C)(C)C)c(NC(=O)c2ccccc2)c1C#N	-4	-11	6	-4	-0.1	0	4	-1.4	9	-1.6
COc1ccccc1-n1c(C)nnc1SCC(=O)Nc1cc(C)cc(C)c1	-4	-4	-7	2	-0.2	-3	0	-0.1	-1	0.1
COc1cc2oc(=O)ccc2cc1-c1c(OC)ccc2ccc(=O)oc12	-16	-2	-10	0	3.4	-10	3	1.9	3	-0.2

# Continuation:
smiles	Scp-1 inhibitor	MsrA act	E coli Lon inh	STEP inh	MsrA inh	SUMO1-SIM PPI	DNMT1 block	Tb MetRS inh	NRP1-CendR mod	LMPTP inh
O=C(Cn1cnc2c(nnn2Cc2ccc(Cl)cc2)c1=O)NCC1CCCO1 (stereo not drawn)	-4	-3	-6	1	-0.1	-1	2	0.7	-10	-1.6
Cc1cccc(OCC(=O)N/N=C\C=C\c2ccc3c(c2)OCO3)c1C	1	-5	3	0	0.6	-2	25	-0.8	-11	13
O=C(NCc1ccccc1)C(c1ccc(F)cc1)N1CCN(C(=O)C2CCCO2)CC1 (stereo not drawn)	·	·	·	·	-0.7	-2	·	0.2	1	0.4
CCCc1ccc(OCC(O)CN2CCCC2)cc1 (stereo not drawn)	-2	-2	2	0	-0.6	6	-2	0.5	3	-1.5
CCOC(=O)Cn1cnc([N+](=O)[O-])n1	-2	-2	-3	-1	-0.3	-20	4	0.0	4	-1.0
CCOC(=O)C1=C(N)Oc2ccc3ccccc3c2C1c1cccnc1 (stereo not drawn)	3	-5	-10	0	-0.1	2	-8	-0.5	-7	2.2
COc1cccc(CNc2ncnc3cc(Cl)ccc23)c1	11	-11	1	1	-0.1	3	2	12*	-3	0.8
CCC(=O)C1CCCN(C(=O)CCc2nnc(-c3ccc(C(C)=O)s3)o2)C1 (stereo not drawn)	-8	-3	4	0	0.0	-26	4	0.2	-7	0.3

# The results go on:
smiles	Scp-1 inhibitor	MsrA act	E coli Lon inh	STEP inh	MsrA inh	SUMO1-SIM PPI	DNMT1 block	Tb MetRS inh	NRP1-CendR mod	LMPTP inh
CCCCN(CC)C(=O)Cn1c(=O)sc2ccccc21	-1	-9	3	-1	1.5	0	2	-1.4	7	-1.7
Cc1ccc(S(C)(=O)=NC(=O)NC(=O)c2c(Cl)cccc2Cl)cc1 (stereo not drawn)	0	-3	6	0	-1.5	1	-1	0.0	-4	-0.2
O=C(C1CCN(S(=O)(=O)c2ccccc2)CC1)N1CCCCCC1	-13	-7	-8	4	-0.1	0	3	-0.4	1	-0.3
COCCNC(=O)CN1C(=O)COc2ccc(S(=O)(=O)N3CCCCCC3)cc21	-3	-5	-2	-3	0.6	5	0	-0.3	8	2.3
Cc1oc(/C=N/NC(=O)CC2(C)OCCO2)cc1Br	-3	-9	-2	-1	-0.5	-8	-3	-0.8	3	-1.5
Cc1ccc(N2CC(C(=O)Nc3ccc4c(c3)OCO4)CC2=O)cc1 (stereo not drawn)	2	1	10	-1	0.7	2	0	-0.5	-1	8.1
NNC(=O)c1sccc1OCc1ccc(Cl)cc1	2	-5	-3	-2	2.3	-1	3	-0.5	3	-0.2
O=C(COc1ccc2c3c(c(=O)oc2c1)CCCC3)NCc1ccncc1	-5	-5	-6	0	-0.5	-5	4	-0.1	1	-1.3
Cc1ccccc1C(=O)O[C@H]1[C@H](Cc2ccccc2)NS(=O)(=O)[C@H]2CC3C=C[C@]12O3	-6	-7	10	-3	0.6	2	-17	0.0	-3	1.8
